Screens: PubChem, several laboratories
PP1 counter: counter-screen for PP5 inhibitors: inhibitors of human PP1-alpha | purified PP1alpha, OMFP fluorescence | P62136 | inhibition, % at 6.7 µM | AID 2235 | 0.9% of 320,000 active;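 active = inhibition above the mean inhibition of all tested compounds plus 3 SD, computed separately for each screening campaign, cut at about 15% in these data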
Target sequence (P62136 whole entry, looked up): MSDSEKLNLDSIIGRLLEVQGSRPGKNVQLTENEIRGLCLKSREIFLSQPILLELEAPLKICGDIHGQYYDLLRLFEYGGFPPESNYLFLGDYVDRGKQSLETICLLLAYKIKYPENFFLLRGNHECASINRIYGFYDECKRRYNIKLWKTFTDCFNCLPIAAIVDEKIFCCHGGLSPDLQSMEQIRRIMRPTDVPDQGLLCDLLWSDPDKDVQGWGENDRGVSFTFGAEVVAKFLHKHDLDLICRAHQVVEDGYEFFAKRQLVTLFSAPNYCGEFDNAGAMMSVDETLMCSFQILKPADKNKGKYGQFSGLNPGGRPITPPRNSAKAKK
TPT1 inhibitor: blocks Candida albicans tRNA 2'-phosphotransferase. recombinant caTPT1, FP RNA substrate dephosphorylation. AID 1962. inhibition, % at 5 µM. 0.81% of 300,000 active;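 active = inhibition above the mean of all tested compounds plus 3 SD, set per screening campaign, cut at about 24% in these data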;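 note: plate controls were DMSO alone for no effect and ferristatin control at 100 nM for full effect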
EBNA-1 inh: blocks EBNA-1 binding to DNA. EBNA-1 DNA binding, fluorescence polarization. inhibition, % at 14.8 µM. 0.34% of 300,000 active. AID 1950; in the data active = inhibition above about 28%
PP5 inh: blocks human protein phosphatase 5 activity. inhibition, % at 6.7 µM. P53041. purified PP5c, OMFP substrate fluorescence. 0.18% of 320,000 active. AID 1987;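 active = inhibition above the campaign's mean inhibition across all tested compounds plus 3 SD, cut at about 9.5% in these data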;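 note: 0% = DMSO only and 100% = 100 µM cantharidin control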
ZTA counter: ZTA (EBV) inhibition in EBNA-1 counter-screen. ZTA-DNA binding, fluorescence polarization. inhibition, % at 11 µM. 0.15% of 320,000 active; in the data active = inhibition above about 33%
core dimer inh: blocks dimerization of HCV core protein. TR-FRET GST/Flag-core106 dimerization, 1536-well. inhibition, % at 5 µM. 0.33% of 300,000 active;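 active = inhibition above the mean of all tested compounds plus 3 SD, set per screening campaign, cut at about 45% in these data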
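Assay system: GST-tagged and Flag-tagged HCV core protein residues 1-106 / Times: compound-protein-antibody incubation 4 h at 22.5 °C / Signal: time-resolved FRET, ex 340 nm, em 617 and 671 nm / Evaluation: % inhibition based on acceptor/donor emission ratio / Benchmarks: wells lacking GST-core106 and wells with excess unlabelled core106 / Repeats: singlicate, one well per compound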
Efflux pump mplx: inhibitors of Candida antifungal efflux pumps expressed in yeast | S. cerevisiae Candida pump triplex, Nile Red efflux | inhibition, % at 10 µM | 0.44% of 330,000 active | AID 485275;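 active = plate passing quality check with inhibition over a set limit, or well fluorescence over plate mean plus 4 SD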;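 note: Nile Red retained in pooled yeast measured as flow cytometry median fluorescence; 0% = buffer negative control and 100% = Enniatin B positive control; higher means more Nile Red kept so more efflux inhibition; some compounds called inactive have numbers as strong as hits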
PREPL inhibitor: inhibits the human prolyl oligopeptidase-like enzyme; inhibition, % at 5.96 µM; Q4J6C6; 0.68% of 320,000 active; recombinant PREPL, fluorescence polarization activity-based probe; AID 2751; in the data active = inhibition above about 43%;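 note: 0% = enzyme with DMSO and 100% = wells lacking enzyme; many of its hits are not listed in these tables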
Target sequence (Q4J6C6 whole entry, looked up): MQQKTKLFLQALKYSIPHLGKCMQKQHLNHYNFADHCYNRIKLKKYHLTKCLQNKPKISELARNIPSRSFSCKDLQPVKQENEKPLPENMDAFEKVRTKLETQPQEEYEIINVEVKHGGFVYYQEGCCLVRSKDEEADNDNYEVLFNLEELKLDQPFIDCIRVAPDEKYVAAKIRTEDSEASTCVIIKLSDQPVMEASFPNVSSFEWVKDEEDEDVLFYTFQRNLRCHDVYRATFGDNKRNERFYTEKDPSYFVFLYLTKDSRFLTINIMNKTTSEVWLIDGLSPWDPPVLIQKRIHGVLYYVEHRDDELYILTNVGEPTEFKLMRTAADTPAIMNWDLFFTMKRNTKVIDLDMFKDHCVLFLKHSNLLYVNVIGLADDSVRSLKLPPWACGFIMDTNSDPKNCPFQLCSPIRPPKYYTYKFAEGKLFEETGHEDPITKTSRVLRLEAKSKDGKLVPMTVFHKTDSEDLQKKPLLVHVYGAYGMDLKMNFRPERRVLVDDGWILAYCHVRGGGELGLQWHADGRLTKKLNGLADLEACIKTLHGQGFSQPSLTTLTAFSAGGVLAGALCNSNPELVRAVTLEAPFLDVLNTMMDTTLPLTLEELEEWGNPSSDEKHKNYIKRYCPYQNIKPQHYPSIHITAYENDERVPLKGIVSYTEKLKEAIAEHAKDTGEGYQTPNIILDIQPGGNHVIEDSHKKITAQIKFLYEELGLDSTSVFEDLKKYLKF
Fh CTSL1 inh: counter-screen for PFM18AAP inhibitors: inhibitors of F. hepatica cathepsin L1; recombinant F. hepatica cathepsin L1, Z-Leu-Arg-MCA fluorescence; inhibition, % at 5.96 µM; 0.49% of 300,000 active; AID 1906;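 active = inhibition above the mean of all tested compounds plus 3 SD, set per screening campaign, cut at about 17% in these data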;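 note: 0% = plate median of test compound wells and 100% = 1 µM Z-Phe-Ala-diazomethylketone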
Numbers without * were called inactive. This is a subset. The share of hits here may be higher or lower than overall.

SMILES | PP1 counter | TPT1 inhibitor | EBNA-1 inh | PP5 inh | ZTA counter | core dimer inh | Efflux pump mplx | PREPL inhibitor | Fh CTSL1 inh
O=C(NCCN1CCCCCC1)C1CCCN1S(=O)(=O)c1cccc2nsnc12 (centres undefined) | -3 | -2 | 1 | -4.8 | -3 | -3 | -0.2 | 22 | 4
COc1cc(/C=C2\SC(=S)N(Nc3ccccc3)C2=O)ccc1O | 7 | 24 | -19 | 2.9 | -1 | -16 | 0.2 | -127 | -2
C=CCN(C(=O)c1oc2c(Cl)cc(C)cc2c1C)C1CCS(=O)(=O)C1 (centres undefined) | -2 | 1 | -2 | 0.0 | 4 | 1 | -0.4 | -2 | 0
CC(C)CNC(=O)C1CCN(S(=O)(=O)c2ccc3c(c2)OCCO3)CC1 | -5 | -3 | -5 | -0.8 | -4 | -5 | -0.2 | 12 | -1
O=C(O)CCCCCNc1ccc2nsnc2c1[N+](=O)[O-] | -2 | -2 | 11 | 0.4 | 13 | -3 | -0.1 | -4 | 5
CCn1cc(CN2CCCC(CNS(=O)(=O)c3cccc4cccnc34)C2)cn1 (centres undefined) | -7 | 2 | -15 | 4.2 | 3 | 6 | 0.8 | 8 | -9
COC(=O)Nc1csc2c1NC(=O)CCCC2 | -5 | -3 | -6 | 0.3 | -12 | -2 | 0.2 | 6 | 7
C/C(=C\C(=O)c1ccc(Br)cc1)NNC(=O)c1ccccc1 | -1 | 3 | -3 | 2.5 | 6 | 4 | -0.4 | -9 | 3
O=C(Nc1ccccc1-c1nnc(SCc2ccc(Cl)cc2Cl)o1)c1ccccc1 | -2 | -1 | 7 | 2.3 | -4 | -11 | 0.2 | -7 | 0
Cn1cc(SCC(=O)Nc2ccc3c(c2)OCCO3)c2ccccc21 | -1 | 0 | 6 | 2.0 | 6 | -12 | -0.1 | -13 | 2
Cc1occc1-c1nnc(SCC(=O)Nc2ccc(F)cc2)n1C | 1 | 2 | 4 | 2.3 | -20 | -20 | -0.1 | 13 | 1
Cc1nn(Cc2ccccc2)c(N)c1-c1ccccc1 | 2 | -4 | 5 | 0.3 | 9 | -3 | -0.1 | -2 | 1
CCc1cccc(C)c1NC(=O)COC(=O)c1c2c(nc3ccccc13)/C(=C\c1cccs1)CCC2 | 8 | 0 | 1 | 2.6 | 3 | 18 | 0.2 | -11 | -3
O=C(Oc1ccc(Br)cc1C(=S)N1CCCCC1)c1cc([N+](=O)[O-])cc([N+](=O)[O-])c1 | -1 | 1 | -6 | 0.8 | -10 | -6 | -0.1 | -1 | 5
CNC(=O)CSc1nnc(-c2ccco2)n1-c1cccc(OC)c1 | 1 | 2 | -11 | 1.8 | -2 | -2 | 0.1 | 1 | -5
COc1ccc(-c2noc(CN(C)C3CCOCC3)n2)cc1 | -2 | 2 | 10 | 2.1 | -7 | -1 | -0.1 | 5 | -1
N#CC1=C(N)C(C#N)(C#N)[C@H](c2ccoc2)[C@H]2CN(Cc3ccccc3)CC=C12 | 4 | -15 | -4 | 1.0 | 9 | 22 | -0.1 | 52* | 2
C=CCN(C(=O)Cn1nc(C)n2c(cc3cc(C)ccc32)c1=O)c1ccccc1 | 0 | 0 | 1 | 3.0 | 1 | 11 | 0.2 | -13 | 1
CN(C)S(=O)(=O)c1ccc(Oc2ccccc2)cc1 | 0 | -1 | -10 | 5.2 | 0 | -6 | 0.2 | 2 | -3
CC(OC(=O)C1CCN(S(=O)(=O)c2ccc(F)cc2)CC1)C(=O)NC1CCCCC1C (centres undefined) | -4 | -3 | -4 | -0.2 | 9 | 2 | 0.0 | 3 | -1
O=c1c(-c2ccccc2)c(O)nc(SCCN2CCOCC2)n1-c1ccccc1 | 0 | 4 | -2 | 1.8 | 12 | 0 | 0.2 | 9 | -4
O=C(O)c1cccc(Cn2c(Cl)c(/C=N/NC(=O)c3ccc(O)cc3)sc2=O)c1 | -5 | 7 | 9 | 1.5 | 13 | 5 | -0.1 | 5 | 2
CCOC(=O)c1[nH]nc(C(=O)c2ccc(Br)cc2)c1O | 31* | -5 | -6 | -0.1 | 1 | 2 | 0.0 | -13 | -2
O=C(CCCn1c(=S)[nH]c2ccsc2c1=O)Nc1ccc2c(c1)OCCO2 | -1 | 4 | -12 | 2.0 | -7 | 3 | 0.2 | -2 | 2
O=C(CSc1ccccc1)Nc1ccncc1 | -2 | -1 | -13 | 4.3 | -10 | -8 | 0.8 | 1 | -4
New compounds follow
SMILES | PP1 counter | TPT1 inhibitor | EBNA-1 inh | PP5 inh | ZTA counter | core dimer inh | Efflux pump mplx | PREPL inhibitor | Fh CTSL1 inh
COc1ccc(CN2C(=O)CN=C2Nc2ccc(C)cc2C)cc1 | 1 | -1 | 7 | 3.2 | -7 | -6 | 0.0 | -30 | -1
Cc1nn(Cc2ccc(Cl)cc2Cl)c(C)c1NC(=O)c1sc2ccccc2c1Cl | 1 | 0 | 11 | -0.5 | 5 | 15 | -0.1 | -8 | 2
CCc1nc(NCCN2CCOCC2)c2oc3ccccc3c2n1 | -1 | 0 | 1 | -1.4 | -5 | 0 | 0.0 | -3 | -2
O=Cc1cccn1Cc1ccc(Cl)cc1Cl | 0 | -1 | -4 | 2.3 | -1 | 1 | 0.0 | -4 | 0
COc1c(Br)cc(/C=N/n2c(-c3ccccc3)n[nH]c2=S)c(O)c1Br | 2 | 3 | -7 | 4.0 | -14 | -9 | 0.2 | 17 | -2
COc1ccc(CNC(=O)Cn2nc([N+](=O)[O-])c(Br)c2C)cc1 | -1 | -1 | -10 | 0.3 | -6 | 1 | 0.0 | 5 | -2
Cc1cccc(C)c1NC(=O)CNCC(=O)Nc1c(C)cccc1C | -1 | -1 | 0 | 0.8 | 11 | 1 | 0.0 | 10 | 3
Nc1nc(N)c(C=Nc2ccc(Br)cc2)c(Nc2ccc(Br)cc2)n1 | 1 | -1 | -13 | 0.8 | 14 | -1 | 0.1 | 11 | 7
Cc1ccc(-c2ccc(=O)[nH]n2)cc1 | -4 | -2 | 10 | 1.3 | 12 | -2 | 0.0 | -4 | 7
CC(NC(=S)Nc1ccccc1)C1COc2ccccc2O1 (centres undefined) | 1 | 3 | 6 | 1.6 | 10 | 9 | 0.1 | -31 | -1
Cc1c(NC(=S)N/C(=N/S(=O)(=O)c2ccc(Cl)cc2)c2ccccc2)c(=O)n(-c2ccccc2)n1C | -4 | 1 | -5 | -0.8 | -5 | -1 | 0.1 | 2 | -2
Nc1ccn(-c2ncc(C(F)(F)F)cc2Cl)c(=O)n1 | -2 | 16 | 1 | 1.7 | -10 | 26 | 0.1 | 3 | -6
Cc1cc(C)c(C)c(S(=O)(=O)N[C@@H](C)C(=O)OC(C)C(=O)NC(N)=O)c1C (some centres undefined) | -5 | -1 | 4 | 0.8 | 2 | 3 | -0.2 | 6 | 5
C/C(=N/NC(=O)CNC(=O)c1cccs1)c1ccco1 | 1 | 3 | 9 | -2.5 | -5 | 3 | -0.2 | -7 | 2
Cc1nn(-c2ccccc2)c2c1/C(=N/O)CC(C)(C)C2 | 0 | -1 | 16 | 6.2 | -1 | 1 | -0.1 | 1 | -1
Cc1ccsc1/C=C(\C#N)C(=O)NCc1ccco1 | 1 | 2 | 2 | 3.4 | 22 | 0 | 0.1 | -12 | 0
Cc1ccc(NC(=O)Nc2ccnc(-c3cccnc3)n2)cc1 | 0 | 0 | 9 | 3.5 | -5 | 1 | 0.4 | 19 | -4
Cc1cc(NS(=O)(=O)c2ccc(NC(=O)NC3CCCCC3)cc2)no1 | 2 | 3 | -6 | 0.8 | -10 | 0 | 0.2 | 19 | -1
O=C(CCC1COc2ccccc2O1)Nc1ncccc1O (centres undefined) | 0 | 2 | -6 | -1.0 | -3 | 2 | 0.6 | -3 | 3
CC(OC(=O)CCC(=O)c1ccc(F)cc1)C(=O)NC1CCCCC1C (centres undefined) | -2 | -2 | 2 | 1.3 | -5 | 2 | 0.1 | 1 | -43
Cc1cc(C(F)F)nn1CC(=O)N1CCSCC1 | 2 | -2 | -6 | 1.4 | 11 | -3 | -0.1 | 2 | -2
Cc1ccccc1NC(=O)C1CCCN1/C=C/C(=O)C(F)(F)F (centres undefined) | -3 | 0 | 1 | 0.2 | 4 | 1 | -0.1 | -1 | 0
Cc1cc(C)n(CCC(=O)N/N=C/c2c(O)ccc3ccccc23)n1 | -1 | 1 | -1 | 1.0 | 11 | -5 | 0.0 | 14 | 0
CCN(C(=O)c1ccc(S(=O)(=O)N2CCCC2)cc1)C1CCS(=O)(=O)C1 (centres undefined) | -5 | 2 | 2 | -1.1 | 18 | 0 | 0.0 | 0 | 0
COc1ccc(-c2noc3c2-c2nc(-c4ccc(Cl)cc4)sc2CC3)cc1 | -4 | -1 | 4 | -0.1 | 4 | -4 | -0.1 | 0 | 2

Single values from the results shown.
O=C(CCC1COc2ccccc2O1)Nc1ncccc1O (centres undefined) in PREPL inhibitor reads -3
Cc1cccc(C)c1NC(=O)CNCC(=O)Nc1c(C)cccc1C in PP5 inh reads 0.8
Cc1nn(-c2ccccc2)c2c1/C(=N/O)CC(C)(C)C2 in Efflux pump mplx reads -0.1

Three compounds out of the list above, arranged by their value in core dimer inh, largest number first.
structure | core dimer inh
O=C(NCCN1CCCCCC1)C1CCCN1S(=O)(=O)c1cccc2nsnc12 (centres undefined) | -3
COc1ccc(CN2C(=O)CN=C2Nc2ccc(C)cc2C)cc1 | -6
O=C(Nc1ccccc1-c1nnc(SCc2ccc(Cl)cc2Cl)o1)c1ccccc1 | -11

Additional results follow:
SMILES | PP1 counter | TPT1 inhibitor | EBNA-1 inh | PP5 inh | ZTA counter | core dimer inh | Efflux pump mplx | PREPL inhibitor | Fh CTSL1 inh
CN(C)S(=O)(=O)c1ccc(Cl)c(NC(=O)COC(=O)CN2C(=O)C3CCCCC3C2=O)c1 (centres undefined) | 8 | 4 | -5 | -1.8 | -2 | 5 | -0.1 | -5 | -3
Cc1ccc(Cn2nc(C)c(/C=N/NC(=O)c3cccnc3)c2C)cc1 | -2 | -1 | -5 | -2.4 | 7 | 0 | 0.1 | -13 | 4
CCCCSc1nnc(-c2ccc(NC(=O)CC)cc2)n1C | -2 | 1 | 1 | -1.9 | 8 | 0 | -0.1 | -1 | 6
Cc1ccc(C)c(-n2c(SCC(=O)NC(C(=O)O)C(C)C)nnc2-c2cccc(Cl)c2)c1 (centres undefined) | 2 | 2 | -11 | 0.4 | -6 | 6 | 0.2 | 9 | 5
O=c1oc(-c2ccccc2)nc2sc3c(c12)CCC3 | 6 | -2 | 1 | 2.5 | -8 | 59* | -0.1 | 40 | -1
CCCSCCCNC(=O)Cn1nc(CC)n2c(cc3c(OC)cccc32)c1=O | 2 | -2 | -1 | 1.8 | -4 | 6 | 0.0 | 0 | -3
O=C(c1ccccc1)c1c(O)cc(-c2ccccc2)oc1=O | -5 | 2 | -3 | -0.4 | 3 | -11 | 0.0 | 6 | 3
Cc1ccc(-n2c(CCc3nc4ccccc4[nH]3)n[nH]c2=S)cc1 | -3 | -1 | 3 | -2.5 | -9 | -3 | -0.1 | 7 | 3
COC(=O)CSc1nc(-c2ccc(F)cc2)cc(C(F)(F)F)n1 | 4 | 0 | -1 | 4.2 | 5 | -1 | 0.0 | -6 | -1
Cc1onc(-c2c(Cl)cccc2Cl)c1C(=O)c1c[nH]c(C(=O)NCC2CCCO2)c1 (centres undefined) | -2 | -4 | -7 | -0.6 | -4 | -6 | -0.1 | 3 | 2
Cc1nn(-c2ccccc2)c(C)c1/C=C/C(=O)OC(C)C(N)=O (centres undefined) | -1 | 0 | -6 | 0.5 | 8 | -10 | 0.0 | 13 | -2
CCC(CC)c1nnc(NC(=O)COc2ccc3c(C)cc(=O)oc3c2)s1 | -2 | 5 | 2 | 2.3 | 3 | 5 | 0.9 | 7 | 2
N#C/C(=C\c1c(Oc2ccccc2Cl)nc2ccccn2c1=O)C(=O)NC1CCS(=O)(=O)C1 (centres undefined) | 4 | 3 | -5 | 4.3 | 13 | -1 | -0.1 | 3 | 2
